GPR151 activ = activators of human GPR151, primary screen, cell-based, PathHunter beta-arrestin, luminescence. PathHunter beta-arrestin GPR151 cells. activation, % at 11.2 µM. actives 1% (n = 650,000). AID 1508602, 2020; in the data active means activation above about 4.9%;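 further: 0% = median of compound wells and 100% = cells with positive control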
Target sequence (Q8TDV0 whole entry, looked up): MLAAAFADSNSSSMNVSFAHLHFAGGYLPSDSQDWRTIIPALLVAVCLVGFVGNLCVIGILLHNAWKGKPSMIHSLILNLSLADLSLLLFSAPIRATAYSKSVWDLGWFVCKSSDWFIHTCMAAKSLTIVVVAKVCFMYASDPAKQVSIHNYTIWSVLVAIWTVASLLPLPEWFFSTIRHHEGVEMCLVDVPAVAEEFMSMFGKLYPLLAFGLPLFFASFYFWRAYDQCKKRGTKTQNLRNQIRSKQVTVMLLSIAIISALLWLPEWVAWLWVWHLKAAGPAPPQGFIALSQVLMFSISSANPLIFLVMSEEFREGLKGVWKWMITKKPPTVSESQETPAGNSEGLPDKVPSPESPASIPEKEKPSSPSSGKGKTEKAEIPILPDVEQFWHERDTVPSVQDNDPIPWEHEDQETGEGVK
TEAD-YAP inh = TEAD-YAP interaction inhibition, primary screen, TEAD-YAP interaction inhibitor project, luminescence, HEK-TIYL cells | actives 1.4% (n = 640,000) | TEAD-Gal4/YAP UAS-luciferase luminescence | inhibition, % at 9.12 µM | AID 1259422, 2018; in the data active means inhibition above about 32%;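 further: 0% = median of test compound wells and 100% = reference inhibitor wells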
MITF primary = MITF inhibitors, primary screen, biochemical, AlphaScreen, human; AlphaScreen MITF homodimerization, bead proximity signal; inhibition, % at 2.6 µM; actives 0.91% (n = 650,000); AID 1259374, 2018; in the data active means inhibition above about 50%;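 further: 0% = vehicle wells with protein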
Target sequence (O75030 whole entry, looked up): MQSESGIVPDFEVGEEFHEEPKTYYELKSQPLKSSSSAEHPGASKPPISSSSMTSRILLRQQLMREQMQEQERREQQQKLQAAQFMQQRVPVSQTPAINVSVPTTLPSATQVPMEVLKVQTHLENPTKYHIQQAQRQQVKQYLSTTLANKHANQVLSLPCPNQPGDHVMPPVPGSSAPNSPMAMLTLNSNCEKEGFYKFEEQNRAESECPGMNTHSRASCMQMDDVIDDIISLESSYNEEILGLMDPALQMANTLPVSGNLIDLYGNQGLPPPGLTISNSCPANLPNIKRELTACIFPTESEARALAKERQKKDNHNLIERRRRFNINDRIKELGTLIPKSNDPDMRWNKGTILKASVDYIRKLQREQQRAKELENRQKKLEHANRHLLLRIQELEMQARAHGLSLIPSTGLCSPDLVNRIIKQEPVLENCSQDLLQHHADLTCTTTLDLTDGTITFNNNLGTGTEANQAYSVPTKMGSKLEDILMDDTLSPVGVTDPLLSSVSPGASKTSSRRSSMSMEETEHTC
FBW7 activator = FBW7 E3 ligase activators, primary screen, biochemical, AlphaScreen, human | normalized activity (activation), % at 26.1 µM | AlphaScreen FBW7–phospho-cyclin E peptide binding, activator screen | F-box/WD repeat-containing protein 7 (Homo sapiens), Q969H0 | actives 0.13% (n = 650,000); in the data active means normalized activity above about 1.9%;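 further: purified mutant Fbw7 with reduced substrate affinity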
Starred values were filed as active, the others as inactive; . = not tested or not shown; & = joins results of further samples.

SMILES | GPR151 activ | TEAD-YAP inh | MITF primary | FBW7 activator
COCCOC(=O)C1=C(C)N(C)C(=O)NC1c1c(F)cccc1Cl (configuration not stated) | -0.2 | 0 | 12 | 0.0
O=C(CCc1ccccc1)NC(=S)Nc1cccc(S(=O)(=O)N2CCCC2)c1 | 0.5 | 47* | -7 | -0.1
O=C(Nc1cccnc1)C(=O)Nc1cccc2ccccc12 | -1.4 | -27 | 19 | 0.2
COc1cccc(Nc2c(-c3ccc4c(c3)OCC(=O)N4)c(=O)c2=O)c1 | 2.6 | 0 | 6 | 0.2
Cc1cccc(C)c1NC(=O)C(Cc1ccccc1)N1C(=O)c2cccc([N+](=O)[O-])c2C1=O (configuration not stated) | -0.9 | -9 | -6 | -0.1
COc1cc(Cl)c(C)cc1NC(=O)CCCN1C(=O)CCC1=O | -0.6 | -11 | -19 | -0.1
CCOc1ccc(NC(=O)CN2C(=O)C(C)(C)Oc3ccc(C(=O)NC(C)C)cc32)cc1 | -0.3 | 18 | 8 | -0.1
CC(=O)c1ccc(NC(=O)c2noc3c2CCc2ccccc2-3)cc1 | -0.5 | -15 | -3 | -0.1
COCCCNC(=O)CCNS(=O)(=O)c1ccc(F)cc1 | 0.0 | 2 | 3 | 0.0
Cc1cccc(N2C(=O)NC(=O)/C(=C/c3cccn3C)C2=O)c1C | 4.0 | 10 | 1 | -0.3
COC(=O)c1ccc(N=NNc2ccc(OC)cc2)cc1 | 0.0 | -39 | 6 | 0.4
CC(=O)c1ccccc1-c1ccc2c(c1)CC(CNC(=O)CCc1c(C)n[nH]c1C)O2 (configuration not stated) | -0.1 | 14 | -2 | -0.1
CC(=O)c1ccc(S(=O)(=O)NCCc2ccc(C(F)(F)F)cc2)cc1 | -0.5 | 5 | 1 | 0.0
CCC(=O)Nc1ccc(N2CCCCS2(=O)=O)cc1 | 0.5 | 4 | 14 | 0.3
Oc1ccccc1/C=N/Nc1nccnc1Cl | -6.7 | -42 | 38 | 0.0
CC(C(=O)NC1CCCC1)N(c1ccc(Cl)cc1)S(C)(=O)=O (configuration not stated) | 1.7 | 0 | 6 | 0.2
O=[N+]([O-])/C=C1\NCCCN1CCCc1ccccc1 | -0.7 | 5 | 0 | -0.1
O=C(Nc1sc2c(c1C(=O)Nc1cccc3ccccc13)CCC2)c1ccc(Br)cc1 | 0.0 | 8 | 11 | 0.1
Cc1nc(C)n(-c2ccc(Nc3nccc(-c4cc(F)cc(-c5ccnn5C)c4)n3)cc2)n1 | -0.3 | 24 | 12 | 0.7
N#CC1=C(N)Oc2c(c(-c3ccccc3)nn2-c2ccccc2)C1c1ccc(Cl)cc1 (configuration not stated) | 1.1 | 6 | -12 | -0.8
CCOc1cc(/C=c2\sc3n(c2=O)C(N)=C(C#N)C(c2ccc(O)c(OCC)c2)C=3C#N)ccc1O (configuration not stated) | -1.8 | -3 | -9 | 0.0
CCN(Cc1ccccc1)C(=O)C1CCN(Cc2ccccc2F)CC1 | -0.3 | -2 | 48 | -0.1
COc1ccccc1C(=O)Nc1ccc(-c2cn3cccnc3n2)cc1 | 0.7 | -17 | -3 | 0.2
O=C(NCCc1ccccc1)C1CC(=O)N(c2ccc(OCC(=O)N3CCCC3)cc2)C1 (configuration not stated) | 0.7 | 15 | 2 | 0.5
COc1ccc(/C=N/NC(=O)COc2ccc(Cl)cc2Br)cc1OC | 0.4 | 9 | -5 | 0.0
CCOc1ccc2ccccc2c1/C=N\NC(=O)CNC(=O)c1ccccn1 | 1.2 | 2 | 4 | 0.0
CCSc1nc2c(c(=O)n1-c1ccc(OC)cc1)C1(CCCCC1)Cc1ccccc1-2 | 0.1 | 7 | -12 | -0.1
Cc1nc2c3ccccc3nc(N3CCN(c4ccccc4)CC3)n2n1 | -1.9 | 1 | 7 | 0.0
CCC(CC)NC(=O)Cc1ccc(Cl)cc1 | 1.5 | 3 | -6 | 0.0
CCc1cccc(C)c1NC(=O)Nc1cccs1 | 0.5 | -1 | -2 | -0.1
COC(=O)[C@H]1CN(C(=O)CCN2CCCC2=O)C[C@@H]1c1ccc(F)cc1 | -0.4 | 2 | -6 | 0.0
O=C(CSc1nc2ccccc2s1)N/N=C\c1ccccc1O | -0.9 | -3 | 5 | -0.1
CC(C)=CC(=O)Nc1nc(-c2ccc(C)cc2)cs1 | 3.8 | -55 | 0 | 0.0
CCOC(=O)C(NC(=O)CC)(Nc1nc2ccccc2nc1C(F)(F)F)C(F)(F)F (configuration not stated) | -2.1 | 1 | -18 | 0.0
O=c1/c(=C/c2ccc(-c3cccc(C(F)(F)F)c3)o2)sc2nc3cc(Br)cnc3n12 | -0.4 | -4 | 2 | 0.6
CCN(CC)C(=O)CSc1ccnc2c1c(=O)n(C)c(=O)n2C | 0.4 | 2 | 8 | -0.2
COc1cc(/C=N/NC(=O)CC2(C)OCCO2)ccc1OCc1ccc([N+](=O)[O-])cc1 | -0.8 | -23 | -10 | -0.1
c1ccc(C2=Nc3ccccc3Oc3ccccc32)cc1 | -1.4 | -2 | 22 | -0.1
CCCCn1c(SCc2cc(=O)n3ccccc3n2)nc2ccsc2c1=O | -1.1 | 5 | 5 | 0.0
COc1ccc(OC)c(C2NC(=O)NC(C)=C2C(=O)Nc2ccc(C)cc2C)c1 (configuration not stated) | 1.0 | -9 | 8 | 0.0
Cc1ccc(N2CC(C(=O)Nc3cccc(C)c3C)CC2=O)cc1 (configuration not stated) | 0.2 | -10 | 18 | 0.1
CN1CCN(C(=O)c2ccc(-c3nc(NCc4ccccc4)c4ncn(CCN5CCCC5=O)c4n3)cc2)CC1 | -1.3 | -2 | 1 | -0.2
C=CCn1c(SCC(=O)Nc2ccccc2C#N)nnc1-c1ccncc1 | 1.0 | 7 | -3 | -0.4
Cc1ccc(OCCCn2ccnc2)c(C)c1 | -1.0 | 9 | 7 | 0.1
Cc1c(C(=O)Nc2ccc(F)cc2Cl)sc2ncn(Cc3ccccc3Cl)c(=O)c12 | 0.4 | -4 | 6 | -0.1
COc1ccc(Cn2ccnc2SCC(=O)NCc2ccco2)cc1 | 0.3 | 5 | -2 | -0.1
COc1cccc(Oc2coc3cc(OC(=O)C(C)C)ccc3c2=O)c1 | 0.2 | -5 | 16 | -0.1
CCCC1=NC(C(F)(F)F)(C(F)(F)F)N=C(N2CCOCC2)O1 | -0.8 | -9 | 0 | 0.0
Cc1sc2ncc(C(=O)N3CC(C)CC(C)C3)c(=O)n2c1C (configuration not stated) | -0.2 | 1 | -7 | 0.1
Fc1ccc(NC(=S)N2CCN(c3ccccc3)CC2)cc1 | -0.7 | -6 | -5 | 0.0
Oc1cccc(-c2nc(N3CCOCC3)c3oc4ncccc4c3n2)c1 | 0.8 | . | -4 | .
Cc1ccccc1-c1n[nH]c(=S)n1-c1ccccc1 | 0.8 | -1 | 8 | 0.0
COCCNc1nc2c(c(=O)n(C)c(=O)n2C)n1Cc1cccc(F)c1 | 0.1 | 22 | 2 | -0.1
COC(=O)c1ccc2c(c1)nc(SCC(=O)c1ccccc1)n1c3ccccc3nc21 | 0.4 | -8 | 20 | -0.1
COc1ccc(C2CC(=O)NC3=C2C(=O)CC(c2ccc(F)cc2)C3)cc1 (configuration not stated) | 0.4 | -1 | 16 | 0.1
Cc1cncc2cccc(NC3CCN(C(=O)C(N)c4ccc(F)cc4)C3)c12 (configuration not stated) | 0.3 | -4 | 0 | -0.5
NC(=O)c1ccc(NC(=O)CSc2nc3sc4c(c3c(=O)[nH]2)CCCC4)cc1 | 0.4 | -1 | 0 | -0.1
CCOc1ccc(N(C(C)C(=O)Nc2cc(OC)ccc2OC)S(C)(=O)=O)cc1 (configuration not stated) | 1.8 | 16 | -2 | 0.0
N#CC1C(=O)NC(=O)C([n+]2ccccc2)C1c1ccc(Br)cc1 (configuration not stated) | 0.8 | -9 | -4 | 0.0
CCc1nnc(N/N=C/c2ccc(-c3ccccc3F)o2)n1N | 0.7 | -32 | 26 | 0.0

Full records, quoted from the list. Order of values: GPR151 activ | TEAD-YAP inh | MITF primary | FBW7 activator
Results for CCN(Cc1ccccc1)C(=O)C1CCN(Cc2ccccc2F)CC1 = -0.3 | -2 | 48 | -0.1
Results for COC(=O)c1ccc2c(c1)nc(SCC(=O)c1ccccc1)n1c3ccccc3nc21 = 0.4 | -8 | 20 | -0.1

Continued.
SMILES | GPR151 activ | TEAD-YAP inh | MITF primary | FBW7 activator
N#Cc1ccc(Oc2ccc(OC(=O)c3ccc(C(=O)c4ccccc4)cc3)cc2)cc1 | -1.6 | 5 | -7 | 0.1
Cc1cccc(C)c1-n1nnn(C2CC(=O)C3OCC2O3)c1=S (configuration not stated) | -0.3 | 3 | 11 | 0.1
O=C(CN1Cc2ccccc2OC(c2ccsc2)C1)NC12CC3CC(CC(O)(C3)C1)C2 (configuration not stated) | -0.9 | -11 | 5 | 0.1
O=C(CN(Cc1ccco1)S(=O)(=O)/C=C/c1ccccc1)N1CCc2ccccc21 | 0.0 | 4 | -2 | 0.0
COc1ccc(NC(=S)N(CCCN2CCC(C)CC2)Cc2cccs2)cc1 | 1.1 | 4 | 11 | 0.0
O=C(Nc1ccc(-c2ccncc2)cc1)[C@H]1COc2ccccc2O1 | 2.4&0.0 | -5&-6 | 12&8 | 0.1&-0.2
C[C@H]1NC(=O)[C@@H]2C[C@H](NCc3cnn(-c4cccc(F)c4)c3)CN2C1=O | -0.1 | -4 | 19 | 0.3
O=C1N[C@@H](COCc2ccccc2)C(=O)N2C[C@@H](NCc3ccc(Cl)s3)C[C@@H]12 | -0.8 | 16 | 7 | -0.1
CC(=O)Nc1ccc(-c2cnc3cccc(-c4ccncc4)c3c2)cc1 | 5.0* | -13 | 13 | -0.5
COc1cc(-c2[nH]nc3c2C(c2cc(OC)c(OC)c(OC)c2)C(C#N)=C(N)O3)cc(OC)c1OC (configuration not stated) | -1.6 | -3 | 11 | 0.0
CS(=O)(=O)N1CCN(c2ccc(NC(=O)c3ccc([N+](=O)[O-])o3)cc2)CC1 | -0.1 | -58 | 19 | -0.1
CC1=C(C(=O)Nc2ccc(Cl)cc2)C(c2ccc(C(C)C)cc2)NC(=O)N1 (configuration not stated) | 0.5 | 6 | 3 | 0.9
C=CCOC(=O)C1=C(C)N=C2SCCC(=O)N2C1c1ccccc1Cl (configuration not stated) | -0.3 | 9 | 0 | -0.1
CCOC(=O)c1sc2nc(SCC(=O)Nc3cccc(C(F)(F)F)c3)n(Cc3ccc(OC)cc3)c(=O)c2c1C | 0.5 | 0 | 12 | 0.3
COCCNC(=O)C1CCC(=O)N(c2ccc(OC)cc2)C1c1ccc(F)cc1 (configuration not stated) | -0.6 | -7 | -9 | 0.0
CCC(Sc1nc(C)cc(C)n1)C(=O)N1c2ccccc2Sc2ccccc21 (configuration not stated) | 0.6 | 8 | 5 | -0.1
C=C(C)CN(CC)Cc1cc(Cl)ccc1[N+](=O)[O-] | 0.7 | -5 | 40 | 0.2
COCCCn1c(SCC(=O)N2CCCC2)nnc1-c1ccccc1 | 0.0 | 2 | 2 | 0.0
CCOC(=O)C1CCN(C(=O)Cn2c(=O)c3ccccc3n(CC)c2=O)CC1 | -0.8 | 18 | 10 | 0.1
CCCc1sc(N2CCN(S(C)(=O)=O)CC2)nc1-c1ccccc1 | -1.8 | -2 | 10 | 0.7
COc1cccc(-c2nc(CS(=O)(=O)CC(=O)Nc3ccc(F)cc3F)c(C)o2)c1 | 0.0 | 8 | 11 | 0.3
O=C(CSc1nc2ccc(NC(=O)c3ccccc3F)cc2s1)NCCc1ccccc1 | -1.8 | -3 | 15 | 0.3
COc1ccc(C(C)n2c(C)c(C(C)=O)c(C(C)=O)c2C)cc1 (configuration not stated) | -1.2 | 6 | 1 | -0.1
CCCCCCN1C(=O)C(O)=C(C(C)=O)C1c1ccc2c(c1)OCO2 (configuration not stated) | 0.3 | -9 | 1 | -0.1
CCOc1ccc(C(=O)Nc2ccc3oc(-c4cccc(Cl)c4)nc3c2)cc1 | -0.3 | -2 | -5 | -0.1

By substructure: the entries above with an aryl thioether with sulfur outside any ring (12)
SMILES | GPR151 activ | TEAD-YAP inh | MITF primary | FBW7 activator
CCSc1nc2c(c(=O)n1-c1ccc(OC)cc1)C1(CCCCC1)Cc1ccccc1-2 | 0.1 | 7 | -12 | -0.1
O=C(CSc1nc2ccccc2s1)N/N=C\c1ccccc1O | -0.9 | -3 | 5 | -0.1
CCN(CC)C(=O)CSc1ccnc2c1c(=O)n(C)c(=O)n2C | 0.4 | 2 | 8 | -0.2
CCCCn1c(SCc2cc(=O)n3ccccc3n2)nc2ccsc2c1=O | -1.1 | 5 | 5 | 0.0
C=CCn1c(SCC(=O)Nc2ccccc2C#N)nnc1-c1ccncc1 | 1.0 | 7 | -3 | -0.4
COc1ccc(Cn2ccnc2SCC(=O)NCc2ccco2)cc1 | 0.3 | 5 | -2 | -0.1
COC(=O)c1ccc2c(c1)nc(SCC(=O)c1ccccc1)n1c3ccccc3nc21 | 0.4 | -8 | 20 | -0.1
NC(=O)c1ccc(NC(=O)CSc2nc3sc4c(c3c(=O)[nH]2)CCCC4)cc1 | 0.4 | -1 | 0 | -0.1
CCOC(=O)c1sc2nc(SCC(=O)Nc3cccc(C(F)(F)F)c3)n(Cc3ccc(OC)cc3)c(=O)c2c1C | 0.5 | 0 | 12 | 0.3
CCC(Sc1nc(C)cc(C)n1)C(=O)N1c2ccccc2Sc2ccccc21 (configuration not stated) | 0.6 | 8 | 5 | -0.1
COCCCn1c(SCC(=O)N2CCCC2)nnc1-c1ccccc1 | 0.0 | 2 | 2 | 0.0
O=C(CSc1nc2ccc(NC(=O)c3ccccc3F)cc2s1)NCCc1ccccc1 | -1.8 | -3 | 15 | 0.3

High-throughput results deposited in PubChem by The Scripps Research Institute Molecular Screening Center.
